Assay outcomes deposited in PubChem by The Scripps Research Institute Molecular Screening Center.
SIAE primary = human SIAE inhibitors, primary screen, biochemical, fluorescence polarization, FP-Rh probe, 1536-well HTS; inhibition, % at 9.66 µM; Sialate O-acetylesterase (Homo sapiens), Q9HAT2; SIAE FP-Rh probe binding; hit rate 0.69% among 370,000;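 active means inhibition above a cutoff: mean of compounds within the control limits plus 3 SD of those, cut at about 17% in these data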;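 further: 0% = plate median of compound wells and 100% = probe without SIAE protein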
PLCg1 inh = PLC-gamma1 enzyme inhibitors, primary screen, biochemical, fluorescence, purified enzyme | fluorogenic substrate | inhibition, % at 12.2 µM | hit rate 0.84% among 370,000 | AID 720700, 2013; in the data active means inhibition above about 9.5%
ADAM17 inh = ADAM17 inhibitors, primary screen, biochemical, QFRET; Disintegrin and metalloproteinase domain-containing protein 17 (Homo sapiens), P78536; recombinant ADAM17, EDANS/DABCYL FRET peptide cleavage; inhibition, % at 6.95 µM; hit rate 0.83% among 370,000; AID 720648, 2013;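 active means inhibition above the mean of compounds lying between control limits plus 3 SD, set per campaign, cut at about 8.5% in these data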;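 further: 0% = DMSO-only wells as the low control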
PLCb3 inh = human PLC-beta3 inhibitors, primary screen, biochemical, fluorescence | Purified PLC-beta3, fluorogenic substrate | inhibition, % at 12.2 µM | hit rate 0.18% among 370,000 | 1-phosphatidylinositol 4,5-bisphosphate phosphodiesterase beta-3 (Homo sapiens), Q01970 | AID 720704, 2013; in the data active means inhibition above about 11%;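 further: 0% = median of compound wells on plate and 100% = full blocker control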
TDP2 inh = human TDP2 enzyme inhibitors, primary screen, biochemical, epi absorbance, recombinant enzyme | Tyrosyl-DNA phosphodiesterase 2 (Homo sapiens), O95551 | T5PNP hydrolysis, p-nitrophenol absorbance 415 nm | inhibition, % at 12.8 µM | hit rate 0.34% among 370,000;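 active means inhibition above the mean of all tested compounds plus 3 SD, set per campaign, cut at about 25% in these data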;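 further: 0% = DMSO with enzyme and 100% = buffer with substrate but no TDP2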
Target sequence (O95551 whole entry, looked up): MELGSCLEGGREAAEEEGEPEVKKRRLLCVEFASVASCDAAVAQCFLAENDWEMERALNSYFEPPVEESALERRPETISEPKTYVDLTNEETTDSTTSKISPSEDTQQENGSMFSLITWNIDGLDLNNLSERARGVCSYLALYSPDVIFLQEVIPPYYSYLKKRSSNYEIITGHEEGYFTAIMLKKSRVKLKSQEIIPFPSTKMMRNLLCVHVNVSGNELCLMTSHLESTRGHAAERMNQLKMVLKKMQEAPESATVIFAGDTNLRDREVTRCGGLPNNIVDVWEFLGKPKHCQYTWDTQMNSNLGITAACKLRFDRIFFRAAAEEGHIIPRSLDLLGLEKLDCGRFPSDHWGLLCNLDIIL
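Read-out basis: percent inhibition. System: recombinant human TDP2. Buffer or medium: Mg2+-containing Tris-HCl buffer, pH 7.5. Repeats: single replicate. Timing: reaction 2 h, 37 °C. Benchmarks: high control without enzyme, low control DMSO plus TDP2. Probe or stimulus: 5 mM T5PNP. Doses: 12.8 µM only. Measured by: epi absorbance of p-nitrophenol freed from T5PNP by hydrolysis.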
ADAM10 inh = human ADAM10 inhibitors, primary screen, biochemical, QFRET, HTS. AID 720582, 2013. recombinant ADAM10, EDANS/DABCYL FRET peptide cleavage, 3 h. Disintegrin and metalloproteinase domain-containing protein 10 (Homo sapiens), O14672. hit rate 0.62% among 370,000. inhibition, % at 7 µM;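 active means inhibition above a per-campaign cutoff equal to the mean of compounds falling between control-based bounds plus 3 SD, cut at about 20% in these data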;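 further: 0% = DMSO wells while the 100% control is not disclosed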
ARFGAP1 inhibitor = inhibitors of rat ARFGAP1 GAP activity, primary screen, biochemical, fluorescence polarization, GDP tracer. Arfgap1-stimulated ARF1 GTP hydrolysis, GDP FP detection. inhibition, % at 16.5 µM. hit rate 0.26% among 360,000. AID 651572, 2012;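 active means inhibition above a per-plate limit, mean inhibition of low control wells plus 3 SD, cut at about 25% in these data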;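 further: 0% = DMSO wells with enzyme and 100% = wells lacking Arfgap1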
Target sequence (Q62848 1-136 limits assumed): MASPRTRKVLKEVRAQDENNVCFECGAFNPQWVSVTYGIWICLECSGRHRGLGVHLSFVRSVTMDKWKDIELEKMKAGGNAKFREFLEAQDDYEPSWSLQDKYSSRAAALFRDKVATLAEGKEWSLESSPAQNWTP
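Material: truncated rat Arfgap1 GAP domain; Incubation: compound-enzyme preincubation 20 min, reaction 120 min, detection 60 min, 25 °C; Read-out: percent inhibition of Arfgap1-stimulated GTP hydrolysis; Technique: FP, GDP Alexa 633 tracer displaced from anti-GDP antibody, 620/688 nm; Controls: No-Arfgap1 wells (100%) versus DMSO full-reaction wells (0%); Replication: single well per compound.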
ASAP1 inh = inhibitors of human ASAP1 ArfGAP activity, primary screen, biochemical, fluorescence polarization; Arf-GAP with SH3 domain, ANK repeat and PH domain-containing protein 1 (Homo sapiens), …; ASAP1-stimulated ARF1 GTP hydrolysis, GDP FP detection; inhibition, % at 16.5 µM; hit rate 0.19% among 360,000; in the data active means inhibition above about 25%;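 further: 0% = vehicle with enzyme and substrate and 100% = no enzyme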
Target sequence (Q9ULH1 325-724 limits assumed): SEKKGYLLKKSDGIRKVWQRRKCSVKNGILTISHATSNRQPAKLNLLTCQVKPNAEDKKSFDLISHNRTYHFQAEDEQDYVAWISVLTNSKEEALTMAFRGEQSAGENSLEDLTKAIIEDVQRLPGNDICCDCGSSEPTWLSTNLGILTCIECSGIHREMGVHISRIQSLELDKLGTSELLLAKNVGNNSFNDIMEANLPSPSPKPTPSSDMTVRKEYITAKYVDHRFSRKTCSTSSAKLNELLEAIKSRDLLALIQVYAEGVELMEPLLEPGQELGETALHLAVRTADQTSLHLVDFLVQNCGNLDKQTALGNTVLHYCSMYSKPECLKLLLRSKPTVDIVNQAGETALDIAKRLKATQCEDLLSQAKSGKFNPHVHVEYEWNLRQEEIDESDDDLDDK
Tn7 DDE FP = inhibitors of Tn7 peptide binding to fibrin DD(E), primary screen, biochemical, fluorescence polarization, human fibrin, Tn7 probe | inhibition, % at 8.3 µM | hit rate 0.13% among 370,000 | AID 720508, 2013 | FP displacement of FITC-Tn7 peptide from fibrin DD(E); 0% = median of compound wells per plate;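 active means inhibition above the mean of compounds falling within the control limits plus 3 SD of them, cut at about 14% in these data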;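 further: 0% = plate median of compound wells and 100% = 10 µM Aha-Tn7 peptide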
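Assay system: Human clot-derived fibrin DD(E) complex | Buffer or medium: Tris/NaCl/CaCl2 buffer, pH 7.8 | Repeats: One replicate per compound | Benchmarks: Aha-Tn7 high control | Measure: % inhibition scaled between sample-field median and high-control FP | Schedule: 10 min plus 3 h, room temperature | Signal: Fluorescence polarization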
DDE Tn6 FP inh = inhibitors of Tn6 peptide binding to fibrin DD(E), primary screen, biochemical, fluorescence polarization, human fibrin, Tn6 probe | Fibrinogen beta chain (Homo sapiens), P02675 | Fibrin DD(E) TRITC-Tn6 fluorescence polarization displacement | inhibition, % at 8.3 µM | hit rate 0.21% among 370,000 | AID 720509, 2013;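 active means inhibition above a per-campaign cutoff: mean of compounds within control limits plus 3 SD, cut at about 15% in these data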;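 further: 0% = median of all compound wells on the plate and 100% = blocking peptide control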
The depositor's hits bear a star; i = inactive; · = no result given.

SMILES	SIAE primary	PLCg1 inh	ADAM17 inh	PLCb3 inh	TDP2 inh	ADAM10 inh	ARFGAP1 inhibitor	ASAP1 inh	Tn7 DDE FP	DDE Tn6 FP inh
CCNc1nc(NCC)nc(OCCOC(C)=O)n1	4	4	2	1	-3	5	10	-9	1	-2
Cc1ccc(-n2nnnc2CCl)cc1	-1	-1	-3	-5	-7	-14	-1	-8	5	-3
O=c1c2c(nc3nc(SCc4ccccc4)[nH]n13)CCC2	1	-5	-1	0	3	-3	-4	-2	-3	-9
CCC1(c2ccc(F)cc2)NC(=O)N(CC(=O)NC2CCCCCC2)C1=O (stereo not drawn)	5	0	0	-1	7	0	-25	-8	0	2
CC(=O)Nc1ccc(S(=O)(=O)NCC(=O)OCC(=O)NNC(=O)c2ccccc2)cc1	-1	2	0	-2	11	2	-10	-1	-2	-2
Cc1ccc(NC(=O)CCN2C(=O)NC3(CCCC3)C2=O)cc1S(=O)(=O)N1CCOCC1	2	3	-5	-5	1	-8	5	1	3	-5
Cc1ccc(C)c(NC(=O)C2CCCN2S(=O)(=O)c2cccnc2)c1 (stereo not drawn)	2	3	0	0	-2	1	·	·	-4	0
CCNc1nc2[nH]c(=O)c3c(c2s1)OC(N)=C(C#N)C3c1ccc(C)cc1 (stereo not drawn)	0	-36	-7	-52	1	-11	-1	-7	3	4
O=C(CNC(=O)N1CC(=O)Nc2ccccc21)Nc1ccc(Cl)cc1	7	3	3	-5	-11	-6	3	-4	-4	-2
COc1ccc(S(=O)(=O)Nc2ccc3ccccc3c2)cc1C	-24	2	10*	1	-9	19	12	7	-10	-4
C#CCOCCOCCOCCNc1nc(N2CCN(C(=O)[C@H](C)n3cc(CCCN=C(N)N)nn3)CC2)nc(N2CCN(C(=O)[C@H](C)n3cc(CCCN=C(N)N)nn3)CC2)n1	2	2	1	5	-1	5	12	1	6	-1
Cc1noc(C)c1COc1cccc(C(=O)N2CCN(C/C=C/c3ccccc3)CC2)c1	-1	1	-2	-3	-5	-1	-3	-9	-3	-1
CCCCOc1c(Br)cc(CNCCCN2CCOCC2)cc1OC	10	4	-2	2	-2	-5	-4	8	10	5
Cc1sc2nc(CN(C(=O)NCc3ccccc3)C3CCCC3)[nH]c(=O)c2c1C	-6	-3	-8	-8	12	-12	13	-2	-2	-5
COc1ccc(N2CCN(C(=O)CSc3nnnn3-c3ccc4c(c3)OCCO4)CC2)cc1	1	4	3	-2	4	4	4	7	3	5
CCOc1ccc(/C=C2\SC(N3CCc4ccccc4C3)=NC2=O)cc1	-8	1	2	0	-11	7	-6	5	-7	1
CCn1nc(C)cc1C(=O)Sc1cccc(Br)c1	0	-3	-7	-1	6	4	-2	6	5	4
CCN(CC(=O)Nc1c(F)cccc1F)C(=O)c1cc2ccccc2oc1=O	-3	-5	-13	-4	-16	-23	-1	-16	3	0
CCC(C)[C@H](NC(=O)NCCCN1CCOCC1)C(=O)OC (stereo partly drawn)	-4	1	3	1	-6	-2	-6	1	0	-12
O=C(NCCN1CCN(S(=O)(=O)c2ccc([N+](=O)[O-])cc2)CC1)C(=O)Nc1ccccc1	-5	2	0	-4	9	-11	-3	9	-2	-7
CCCS(=O)(=O)N1CCN(Cc2ccc3c(c2)c2ccccc2n3CC)CC1	-6	-1	-1	-31	5	-3	-13	8	3	-2
CN(C)c1nc(C#N)nc(N(C)C)n1	-1	-1	-1	-9	-10	-1	9	-8	-3	4
COc1ccc(CC(=O)NCCS(=O)(=O)N2CCN(c3ccc(F)cc3)CC2)cc1OC	2	2	4	-3	-15	0	1	-3	-8	-1
COc1ccccc1NC(=S)N(CCCN1CCOCC1)Cc1cccs1	-3	0	1	-261	-7	0	4	9	3	1
COc1ccc(OCCC(=O)OCC(=O)Nc2ccc(Br)cc2)cc1	1	3	-1	3	-4	16	1	1	2	-3

An excerpt from above in order of SMILES length, highest first:
SMILES	SIAE primary	PLCg1 inh	ADAM17 inh	PLCb3 inh	TDP2 inh	ADAM10 inh	ARFGAP1 inhibitor	ASAP1 inh	Tn7 DDE FP	DDE Tn6 FP inh
C#CCOCCOCCOCCNc1nc(N2CCN(C(=O)[C@H](C)n3cc(CCCN=C(N)N)nn3)CC2)nc(N2CCN(C(=O)[C@H](C)n3cc(CCCN=C(N)N)nn3)CC2)n1	2	2	1	5	-1	5	12	1	6	-1
Cc1ccc(NC(=O)CCN2C(=O)NC3(CCCC3)C2=O)cc1S(=O)(=O)N1CCOCC1	2	3	-5	-5	1	-8	5	1	3	-5
CC(=O)Nc1ccc(S(=O)(=O)NCC(=O)OCC(=O)NNC(=O)c2ccccc2)cc1	-1	2	0	-2	11	2	-10	-1	-2	-2
COc1ccc(N2CCN(C(=O)CSc3nnnn3-c3ccc4c(c3)OCCO4)CC2)cc1	1	4	3	-2	4	4	4	7	3	5
Cc1noc(C)c1COc1cccc(C(=O)N2CCN(C/C=C/c3ccccc3)CC2)c1	-1	1	-2	-3	-5	-1	-3	-9	-3	-1
CCNc1nc2[nH]c(=O)c3c(c2s1)OC(N)=C(C#N)C3c1ccc(C)cc1 (stereo not drawn)	0	-36	-7	-52	1	-11	-1	-7	3	4
CCCS(=O)(=O)N1CCN(Cc2ccc3c(c2)c2ccccc2n3CC)CC1	-6	-1	-1	-31	5	-3	-13	8	3	-2
CCN(CC(=O)Nc1c(F)cccc1F)C(=O)c1cc2ccccc2oc1=O	-3	-5	-13	-4	-16	-23	-1	-16	3	0
CCOc1ccc(/C=C2\SC(N3CCc4ccccc4C3)=NC2=O)cc1	-8	1	2	0	-11	7	-6	5	-7	1
CCC(C)[C@H](NC(=O)NCCCN1CCOCC1)C(=O)OC (stereo partly drawn)	-4	1	3	1	-6	-2	-6	1	0	-12
CCn1nc(C)cc1C(=O)Sc1cccc(Br)c1	0	-3	-7	-1	6	4	-2	6	5	4
CCNc1nc(NCC)nc(OCCOC(C)=O)n1	4	4	2	1	-3	5	10	-9	1	-2
CN(C)c1nc(C#N)nc(N(C)C)n1	-1	-1	-1	-9	-10	-1	9	-8	-3	4

Carrying on.
SMILES	SIAE primary	PLCg1 inh	ADAM17 inh	PLCb3 inh	TDP2 inh	ADAM10 inh	ARFGAP1 inhibitor	ASAP1 inh	Tn7 DDE FP	DDE Tn6 FP inh
O=C1C=C(O)CC(c2ccc(Cl)c(Cl)c2)C1 (stereo not drawn)	-2	-2	1	-4	10	-5	1	-14	-2	-4
COc1cccc(CNC(=O)CCC2CCCN(C(=O)c3cc(C)[nH]n3)C2)c1 (stereo not drawn)	-4	-3	-3	-5	1	-3	7	-1	6	-4
CCOC(=O)c1ccc(N/C=C/C(=O)c2ccccc2)cc1	-1	-16	-2	-18	-16	-12	12	10	-5	1
COc1ccc(N2CCN(c3nc(NCCc4ccc(OC)c(OC)c4)nc(OC)n3)CC2)cc1	5	6	1	1	-13	0	1	-9	3	4
O=C(NNC(=O)c1ccccc1Cl)c1cccs1	10	0	-6	0	4	-10	-11	-4	2	-1
CCCOc1ccc(C(C(=O)OCCN(CC)CC)c2ccccc2)cc1 (stereo not drawn)	0	3	-2	0	10	-1	5	-6	-4	-9
Cc1cc(Cl)ccc1Oc1ncc(CN2CCN(c3ccccc3)CC2)s1	7	-5	1	-1	7	8	-1	-5	-8	6
Clc1ccc(Cl)c(Oc2ccc(Oc3nc(Cl)ccc3Cl)cc2)n1	-1	-1	-4	-1	-9	4	-3	-6	8	0
CC(=O)Nc1ccc(C=C(C(C)=O)C(C)=O)cc1	-1	-1	-5	-3	-4	-9	-7	7	-3	5
Cc1ccc(S(=O)(=O)N2CCCNCC2)cc1	-17	-2	-3	-7	4	-2	-12	0	-8	2
COc1cc(OC)cc(C(=O)NCC2CCCO2)c1 (stereo not drawn)	-1	1	-1	1	-9	6	-5	-1	0	2
COc1cc(CC(=O)Nc2ccc3c(c2)CCC3)cc(OC)c1OC	7	-1	4	1	5	1	9	-6	-2	-2
CCN(CC)C1CCN(Cc2c(C(=O)N3CCCCCCC3)nc3ccc(Cl)cn23)C1 (stereo not drawn)	3	-5	1	-10	2	4	6	14	2	2
CC1CCc2c(sc(N)c2C(=O)OC(C)C)C1 (stereo not drawn)	6	2	0	-3	2	7	-3	-5	-5	-7
COC(=O)C1CN(Cc2ccccc2)CCS(=O)(=O)N1Cc1cn(Cc2ccc(C)cc2)nn1 (stereo not drawn)	8	1	1	3	10	3	·	·	4	-2
CCC(=O)Oc1ccc2c(C)c(Cl)c(=O)oc2c1	0	i	i	i	3	i	10	0	1	-5
COCCNC(=O)COCc1cc(-c2ccc3c(c2)OCO3)on1	1	1	0	-9	8	-1	-10	7	-5	-2
CN(Cc1ccccc1)C(=O)c1ccc2c(c1)OCCO2	1	3	-1	3	-8	5	0	0	-3	0
Fc1cc(F)c2nc(N3CCCCC3)sc2c1	-2	1	-2	0	4	-2	-7	4	-1	-1
COc1cccc(NC(=O)CN(C)C(=O)CC2Sc3ccccc3NC2=O)c1 (stereo not drawn)	0	1	-1	-5	-6	-7	-9	-14	-4	-2
COc1ccc(CCNC(=O)CCCn2c(SCC#N)nc3ccccc3c2=O)cc1OC	0	0	-2	-1	15	6	-4	1	-4	5
COc1ccc(CNC(=O)C(=O)NCC2OCCN2S(=O)(=O)c2ccc3c(c2)OCCO3)cc1 (stereo not drawn)	8	0	-5	-3	4	-8	-13	-13	7	1
Cc1ccc(NC(=O)COc2coc(CN3CCN(c4ccccc4)CC3)cc2=O)cc1	4	4	3	3	9	-9	1	-7	1	3
